Screens (PubChem BioAssay)
PHOSPHO1 block: blocks human PHOSPHO1 phosphatase activity; 290,000 compounds, 1.1% hits; Q8TCT1; inhibition, % at 13.3 µM; recombinant PHOSPHO1, absorbance phosphatase assay; AID 1565; in the data active = inhibition above about 60%
Target sequence (Q8TCT1 whole entry, looked up): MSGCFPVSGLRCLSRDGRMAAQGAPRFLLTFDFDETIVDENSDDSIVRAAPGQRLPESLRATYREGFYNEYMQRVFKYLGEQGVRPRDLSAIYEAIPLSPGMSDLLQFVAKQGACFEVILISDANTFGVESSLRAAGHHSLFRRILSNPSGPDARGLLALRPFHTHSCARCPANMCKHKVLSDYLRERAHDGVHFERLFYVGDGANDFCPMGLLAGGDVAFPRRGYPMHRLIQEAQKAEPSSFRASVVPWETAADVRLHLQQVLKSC
CRFBP-R2 agonist: agonists of human CRF-binding protein/CRF-R2 receptor complex; HEK293 CRF-R2/CRF-BP, calcium dye fluorescence (FLIPR); percent of saturating CRF peptide response; activation, % at 13.2 µM; 350,000 compounds, 0.46% hits; AID 588473;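 active = activation of at least 50%, plus an integration ratio under a set limit after plate pattern correction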;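 also: plate controls were neutral control wells without compound for no effect and CRF at EC100 for full effect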
CHRM4 PAM: CHRM4 positive allosteric modulation. P08173. CHO-K1 hM4/Gqi5, Fluo-8 calcium fluorescence, ACh EC20; 0% = ACh EC20, 100% = maximal ACh. activation, % at 3 µM. 360,000 compounds, 0.4% hits. AID 624126;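 active = activation above its plate's cutoff, the mean activation of sample wells plus 3 SD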; also: some results filed as inactive read as strong as hits
Target sequence (P08173 whole entry, looked up): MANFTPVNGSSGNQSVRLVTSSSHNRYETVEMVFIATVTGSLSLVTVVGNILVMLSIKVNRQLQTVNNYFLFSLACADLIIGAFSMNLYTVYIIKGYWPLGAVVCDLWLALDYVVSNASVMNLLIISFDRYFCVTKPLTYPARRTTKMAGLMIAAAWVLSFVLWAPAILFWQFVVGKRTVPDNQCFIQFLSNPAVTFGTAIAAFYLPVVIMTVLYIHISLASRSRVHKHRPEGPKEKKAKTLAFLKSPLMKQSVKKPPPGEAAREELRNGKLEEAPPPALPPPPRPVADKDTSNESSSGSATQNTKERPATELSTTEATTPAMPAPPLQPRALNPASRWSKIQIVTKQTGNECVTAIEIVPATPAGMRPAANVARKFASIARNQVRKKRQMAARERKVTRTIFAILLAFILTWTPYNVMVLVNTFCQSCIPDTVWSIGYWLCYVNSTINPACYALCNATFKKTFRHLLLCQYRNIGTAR
IDE cell activ: IDE (human) activation, cell-based; 340,000 compounds, 0.073% hits; P14735; HEK cells, FAbeta-B cleavage, fluorescence polarization; 0% vehicle, 100% cell-free pure enzyme wells; activation, % at 5.96 µM;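 active = activation above the mean of all tested compounds plus 3 SD, set per screening campaign, cut at about 17% in these data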
IDE cell inh: inhibitors of human insulin-degrading enzyme in cells. P14735. HEK cells, FAbetaB cleavage, fluorescence polarization. inhibition, % at 5.59 µM. 320,000 compounds, 0.41% hits;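 active = percent inhibition above the average of all tested compounds plus 3 SD, set per screening campaign, cut at about 16% in these data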;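 also: IDE supplied by intact live HEK cells; FP after avidin binding of uncleaved biotin substrate so inhibition keeps polarization high; 0% = DMSO wells and 100% = 60 µM reference IDE inhibitor Ii1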
CRFBP-R2 block: antagonists of CRF-binding protein/CRF-R2 receptor complex. HEK293 CRF-R2/CRF-BP, CRF-induced calcium fluorescence. inhibition, % at 11.8 µM. 350,000 compounds, 0.59% hits. AID 588475;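 active = inhibition of the ligand-induced calcium signal above about 50% at the single tested concentration, limit read from the data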
pCIP destab: p/CIP protein destabilization | decrease of EGFP signal, % at 10 µM | F442A p/CIP-EGFP cells, EGFP fluorescence, 16 h | 290,000 compounds, 0.01% hits | Q05BA5;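 active = EGFP signal decrease of at least 30% at 10 µM or well 3 SD below plate mean, unless failing retest; inactive = the rest, including hits failing retest or dose response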; also: some compounds called inactive have numbers as strong as hits; many of its hits are not listed in these tables
GalR3 antag: antagonists of human GalR3; O60755; HEK293 GalR3-CNG cAMP membrane potential fluorescence; galR3 body fused to GalR1 C-terminus; inhibition, % at 3 µM; 360,000 compounds, 0.44% hits;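 active = inhibition above the screen-wide average plus 3 SD, cut at about 13% in these data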;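 also: forskolin and galanin both at EC90 stimulate the cells; cAMP rise reported by CNG channel membrane potential dye signal; 0% = forskolin plus galanin with DMSO and 100% = forskolin alone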
Target sequence (O60755 1-299 limits assumed): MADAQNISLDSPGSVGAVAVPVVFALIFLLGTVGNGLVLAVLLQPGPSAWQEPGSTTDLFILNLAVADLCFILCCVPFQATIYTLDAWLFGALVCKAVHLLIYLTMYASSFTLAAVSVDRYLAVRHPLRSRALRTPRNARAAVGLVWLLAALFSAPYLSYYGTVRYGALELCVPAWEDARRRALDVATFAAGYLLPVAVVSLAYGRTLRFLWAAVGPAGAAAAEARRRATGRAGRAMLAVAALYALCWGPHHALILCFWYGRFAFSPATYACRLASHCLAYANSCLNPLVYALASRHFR
MEKK3 PB1 HTS: MEKK3-MEK5 PB1 interaction, increase or decrease. AID 1529. 290,000 compounds, 1.4% hits. Q99759. bead-based flow cytometry, Alexa488-MEK5 binding to MEKK3; actives lie on both sides; 0 = blocked by unlabeled MEK5, 100 = vehicle. binding response (% of control), % at 10 µM;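 active = binding response more than 3 SD above or below the average of its plate-row segment, actives on both sides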;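 also: Alexa488 bead fluorescence after subtracting the streptavidin-only scavenger bead signal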
The depositor's hits bear a star; / = no result given.

SMILES	PHOSPHO1 block	CRFBP-R2 agonist	CHRM4 PAM	IDE cell activ	IDE cell inh	CRFBP-R2 block	pCIP destab	GalR3 antag	MEKK3 PB1 HTS
CS(=O)(=O)c1ccc(-c2nnn(CC(=O)Nc3ccc4c(c3)OCCO4)n2)cc1	11	-0.2	2	3	10	7	-3	-10	98
O=C(NCCn1cc(SCC(=O)N2CCOCC2)c2ccccc21)c1c(F)cccc1F	48	-1.5	-9	-3	1	-6	-18	/	112
O=S(=O)(NCC1CCCO1)c1ccc(S(=O)(=O)N(Cc2ccc(F)cc2)Cc2ccccn2)cc1 (stereo unspecified)	6	3.4	-15	-2	-3	20	0	-7	97
COc1cccc(C(c2sc3nc(C)nn3c2O)N2CCN(c3ccccc3F)CC2)c1 (stereo unspecified)	-5	-2.2	5	3	-2	-7	-6	/	106
CC(C)(C)C(=O)NC(=S)Nc1ccccc1C(=O)Nc1ccccc1	27	-1.2	8	5	1	-8	-1	-3	96
O=C(NCCCN1CCOCC1)c1ccc([N+](=O)[O-])cc1[N+](=O)[O-]	14	1.5	-2	8	1	-2	-9	3	102
CCOC(=O)C(C(=O)Nc1nccs1)C1CCCCC1 (stereo unspecified)	7	8.8	0	5	0	-5	-7	0	101
O=C(Nc1c(C(=O)N2CCOCC2)cnn1-c1ccccc1)c1ccco1	-10	5.2	-3	5	0	12	4	-6	100
CC(=O)Nc1ccc(N2C(C(C)=O)=NN(c3ccc(Cl)cc3)C2c2sccc2C)cc1 (stereo unspecified)	-32	11	-3	3	5	-34	-13	-5	106
CC(C)C[C@H](NC(=O)Nc1cccc(Br)c1)C(=O)O	-8	1.1	5	3	2	-6	-22	-4	104
Cc1ccc(SCc2cc(=O)n3[nH]c(C)nc3n2)cc1	18	4.7	-8	-3	0	25	12	-1	109
O=C(CNC(=S)N(CCCN1CCOCC1)Cc1cccs1)NC1CCCC1	32	0.1	-1	-1	1	-14	-13	-3	101
CCCn1cc(NC(=O)c2cc(-c3ccccc3)on2)cn1	-18	3.9	8	-4	0	-12	-7	-12	96
CCN1CCN(C(c2ccccc2)c2nnnn2Cc2ccccc2)CC1 (stereo unspecified)	-7	-1.3	1	0	1	-1	6	5	144*
O=C(CSc1ccc2c(c1)OCCO2)Nc1ccc(Br)cc1	4	2.6	-1	3	1	-1	-8	3	107
Cn1c(=O)[nH]c2c(c(C(=O)O)nn2C)c1=O	/	0.4	1	4	/	5	/	-1	/
Cc1cc(NC(=O)COC(=O)CSCc2ccc(Cl)c(Cl)c2)no1	-30	-3.0	2	1	6	-6	-6	-7	100
FC(F)(F)c1cc(-c2cccs2)nc2nc(N3CCOCC3)sc12	6	0.5	5	4	2	-11	-4	2	97
Cc1cc(C)nc(NNC2=CC(=[N+]3CCCC3)CCC2)n1	-10	1.8	4	4	3	2	9	-3	105
Cc1ccc(NC(=O)c2ccc(Cl)c(S(=O)(=O)N3CCCCCC3)c2)nc1	/	2.0	-1	3	3	-12	/	-2	/
CC(=O)Nc1cccc(C(=O)N(Cc2ccccc2)Cc2ccccc2)c1	24	-0.2	-3	-4	0	13	6	-9	110
CCN(C(=O)CSc1nc2cc(C(=O)OC)ccc2c(=O)n1Cc1ccco1)c1cccc(C)c1	26	7.0	16	4	0	-11	-14	-4	102
CCOC(=O)c1c(NC(=O)COC(=O)c2cc(OC)c(OC)cc2[N+](=O)[O-])sc(C)c1C	-16	-3.2	0	5	-2	24	0	-3	112
COCCCNCC(O)COc1cccc2[nH]c(C)cc12 (stereo unspecified)	15	-0.2	0	0	2	-10	6	-6	96
O=C(OCc1ccccc1)N1CCCC1/C=C/CN1CCOCC1 (stereo unspecified)	-13	-0.3	-1	0	4	2	-4	3	70

(further entries)
SMILES	PHOSPHO1 block	CRFBP-R2 agonist	CHRM4 PAM	IDE cell activ	IDE cell inh	CRFBP-R2 block	pCIP destab	GalR3 antag	MEKK3 PB1 HTS
O=S(=O)(c1cnccc1N1CCN(CCO)CC1)N1CCCCC1	3	3.1	-2	2	-4	4	-6	-3	108
CCC1(OC(=O)CN(C)C)C(=O)OCc2c1cc1n(c2=O)Cc2cc3c(N)cccc3nc2-1 (stereo unspecified)	/	-6.2	14	-6	/	23	/	/	/
Cc1ccccc1NC(=O)c1cc2c(C)nc3ccccc3c2o1	19	1.6	-7	1	0	-13	-3	-4	105
CCCn1c(=S)[nH]c2cc(C(=O)N3CCN(c4ccccc4OC)CC3)ccc2c1=O	0	-2.4	8	0	1	-8	-9	-3	101
CC1(NS(=O)(=O)c2ccc(Cl)s2)CCS(=O)(=O)C1 (stereo unspecified)	/	-3.0	4	4	-2	-10	/	-2	/
O=C(Nc1cccnc1)c1cccc(S(=O)(=O)Nc2ccccc2F)c1	/	-1.6	3	0	/	2	/	2	/
CC(C)COC(=O)c1cccc2c1-c1ccccc1/C2=N\O	1	0.5	-5	6	-2	-39	-8	-6	101
CCCNC(=S)N1CCC(NC(=O)c2ccc(C)cc2)CC1	40	-0.3	5	2	-1	-3	-9	-4	104
CC(=O)Nc1ccc(Nc2ccc(S(=O)(=O)C(F)(F)F)cc2[N+](=O)[O-])cc1	-33	18	-6	-2	9	-6	-11	-4	99
O=C(Cn1cnc2c(NC(=O)OCc3ccccc3)ncnc21)NCCN1CCOCC1	/	-1.8	-1	0	-1	6	/	-2	/
Cc1ccc(-n2c(SCC(=O)N3CCOCC3)nnc2-c2ccncc2)cc1C	15	0.2	10	4	1	1	-5	-2	111
O=C(NCc1ccccc1Cl)c1ccc(CSc2nc3ccncc3[nH]2)cc1	0	1.2	-14	0	13	6	3	-4	102
O=C(Nc1ccc(S(=O)(=O)Nc2nccs2)cc1)c1nn(-c2ccccc2)ccc1=O	24	0.6	1	-2	-2	1	5	1	101
CCCNC(=O)Nc1cc(S(=O)(=O)CC)ccc1O	23	-2.6	-1	6	-2	-13	-6	-5	94
Cc1ccc2nc(SCc3nnc(-c4ccccc4[N+](=O)[O-])o3)c(C#N)cc2c1	4	-1.8	3	6	/	5	-17	-7	96
Cc1c(Br)c([N+](=O)[O-])nn1C(C)C(=O)Nc1c(C)n(C)n(-c2ccccc2)c1=O (stereo unspecified)	8	0.7	-1	0	3	-4	13	-7	98
Cc1ccccc1C(=O)Nc1ccc(S(=O)(=O)N2CC(C)OC(C)C2)cc1 (stereo unspecified)	39	-0.8	-13	1	4	-5	-22	-6	102
CCOC(=O)Cn1nc(C)c(NC(=O)COc2ccc(OC)cc2)c1C	44	-0.2	-2	5	1	4	-9	-6	111
CC(C)NCc1cccc([N+](=O)[O-])c1	-1	1.5	14	5	4	5	-1	0	98
Cc1ccc(C)c(NC(=O)CCC(=O)NNC(=O)C(c2ccccc2)c2ccccc2)c1	32	-0.1	11	7	2	3	0	-6	98
Cc1cccc(NC(=O)c2cc(S(=O)(=O)NCc3ccco3)ccc2F)c1C	-7	-2.0	-1	-1	3	-19	-20	-6	103
Nc1nc(CSCCO)nc(Nc2ccc(F)cc2)n1	0	-2.9	4	2	1	-4	-5	-2	103
Cc1ccc(S(=O)(=O)N2CCN(C)CC2)cc1C(=O)NC1CCCCC1	-15	1.2	6	6	0	-18	-5	-1	100
CCOC(=O)CSc1nnc([C@H](CC(C)C)NC(=O)OC(C)(C)C)o1	24	0.2	8	2	/	-19	8	-5	100
CC(=O)c1ccc(N2CCN(S(=O)(=O)c3c(C)[nH]c(=O)[nH]c3=O)CC2)cc1	8	1.4	-2	4	6	-16	1	-4	106

More entries follow.
SMILES	PHOSPHO1 block	CRFBP-R2 agonist	CHRM4 PAM	IDE cell activ	IDE cell inh	CRFBP-R2 block	pCIP destab	GalR3 antag	MEKK3 PB1 HTS
COc1ccccc1NS(=O)(=O)c1cccc(C(=O)NC2CCN(Cc3ccccc3)CC2)c1	/	1.1	-6	-1	-2	-12	/	/	/
COC(=O)C(C)NC(=O)C1CCCN1C(=O)CNC(=O)OCc1ccccc1 (stereo unspecified)	35	0.1	-7	0	-3	-6	-14	-6	101
Cc1cc(C)cc(C(=O)NCC(=O)OCC(=O)NCC(F)(F)F)c1	4	-0.2	2	5	2	1	0	1	59
CN1c2ccccc2-c2nc3ccccc3n2C1c1ccco1 (stereo unspecified)	25	-0.6	3	-1	3	-14	13	-6	111
COc1cc(/C=N/Nc2ccc(C)cc2)cc(Br)c1O	6	2.2	-3	5	0	-17	3	-5	100
Cc1ccc(C)c(S(=O)(=O)N(C)c2ccc(OC(=O)CN3C(=O)NC4(CCCC4)C3=O)cc2)c1	/	-0.4	-3	0	/	11	/	-7	/
NS(=O)(=O)c1ccc(CCNC(=O)C(=O)NCC2OCCN2S(=O)(=O)c2ccc(F)cc2)cc1 (stereo unspecified)	3	0.5	-3	1	5	4	-1	-9	94
CC1SC(c2ccc(Cl)cc2Cl)NC1=O (stereo unspecified)	9	-2.6	-1	0	1	9	-7	-2	104
C[C@@H]1CCCCO[C@@H](CN(C)S(=O)(=O)c2cn(C)cn2)[C@@H](C)CN([C@H](C)CO)C(=O)c2cc(NC(=O)Nc3ccc(C(F)(F)F)cc3)ccc2O1	/	1.5	5	/	/	1	/	-7	/
CC[C@]12c3[nH]c4ccccc4c3CCN1C(=O)C(CC(=O)NCc1ccc(OC)c(OC)c1)C[C@@H]2C(=O)N1CCN(C(=O)C2CC2)CC1 (stereo partly specified)	/	4.7	8	-3	4	-11	/	2	/
CCc1nc2ccccc2c(C(=O)OCC(=O)N(CC(C)C)c2c(N)n(Cc3ccccc3)c(=O)[nH]c2=O)c1C	/	32	5	1	/	-48	/	-1	/
CC(C)(Sc1cc(C(C)(C)C)c(O)c(C(C)(C)C)c1)Sc1cc(C(C)(C)C)c(O)c(C(C)(C)C)c1	8	17	11	-1	-1	12	-4	/	88
CCOC(=O)c1cc(C)nc(Sc2ccc(C)cc2)c1C#N	4	-0.1	-7	6	3	2	-8	-7	88
CCOC(=O)COc1c(OC)cc(Cl)cc1C1Nc2ccccc2C(=O)N1c1ccc(F)cc1 (stereo unspecified)	3	1.2	12	9	1	45	-29	-4	98
CCOc1ccc(CN(C)C(=O)c2cccc(S(=O)(=O)Nc3ccccc3OC)c2)cc1OC	/	0.7	-7	/	/	-5	/	-8	/
CCOC(=O)C1CCCN(c2c(NCCCN(CC)c3cccc(C)c3)c(=O)c2=O)C1 (stereo unspecified)	13	-3.5	-7	6	1	12	-5	1	100
O=C(Nc1cccnc1Cl)c1noc2c1CCc1ccccc1-2	-17	2.8	5	4	-11	-6	-1	-3	103
COC(=O)C1=C(C(=O)OC)[C@@H]2N(C)c3ccccc3[C@@]23C[C@@H](C(=O)OC)N=C3N1	35	-0.9	6	4	7	2	-19	-2	95
Cc1cc(C)c(NC(=O)c2ccccc2N(C)S(C)(=O)=O)c(C)c1	17	-0.3	0	-2	0	-1	-2	-7	104
O=C(CSc1nc2ccccc2c(=O)[nH]1)N1CCN(S(=O)(=O)c2ccccc2)CC1	19	0.5	-1	2	1	-11	-19	/	96
CCOC(=O)C1(CCOc2ccccc2)CCN(Cc2nccn2CC)CC1	20	-0.9	-15	5	8	-3	-5	-5	100
CC(C)(C)c1ccc(C2C3=C(CCCC3=O)NC3=C2C(=O)c2ccccc23)cc1 (stereo unspecified)	-135	-0.1	-9	4	-7	16	-8	-8	98

Rewritten with bars between the fields: 2 of the compounds above.
compound | PHOSPHO1 block | CRFBP-R2 agonist | CHRM4 PAM | IDE cell activ | IDE cell inh | CRFBP-R2 block | pCIP destab | GalR3 antag | MEKK3 PB1 HTS
CCOC(=O)c1cc(C)nc(Sc2ccc(C)cc2)c1C#N | 4 | -0.1 | -7 | 6 | 3 | 2 | -8 | -7 | 88
C[C@@H]1CCCCO[C@@H](CN(C)S(=O)(=O)c2cn(C)cn2)[C@@H](C)CN([C@H](C)CO)C(=O)c2cc(NC(=O)Nc3ccc(C(F)(F)F)cc3)ccc2O1 | / | 1.5 | 5 | / | / | 1 | / | -7 | /
